Source: PubChem
PHOSPHO1 inh – PHOSPHO1 (human) inhibition. recombinant PHOSPHO1, absorbance phosphatase assay. inhibition, % at 13.3 µM. 290,000 tested, 1.1% active. AID 1565. Q8TCT1; in the data active = inhibition above about 60%
Target sequence (Q8TCT1 whole entry, looked up): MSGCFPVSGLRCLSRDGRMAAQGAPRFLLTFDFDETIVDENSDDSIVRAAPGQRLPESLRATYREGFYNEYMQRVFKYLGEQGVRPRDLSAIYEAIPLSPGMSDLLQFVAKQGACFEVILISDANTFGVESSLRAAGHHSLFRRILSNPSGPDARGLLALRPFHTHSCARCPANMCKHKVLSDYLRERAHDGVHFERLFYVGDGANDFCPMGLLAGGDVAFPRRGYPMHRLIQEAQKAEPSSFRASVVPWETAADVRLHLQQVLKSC
NS3 helicase inh – inhibitors of Hepatitis C virus NS3 helicase; NS3 helicase DNA unwinding, Cy5 molecular beacon fluorescence; inhibition, % at 10.9 µM; 290,000 tested, 0.56% active; AID 1800;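 active = inhibition above the mean of all tested compounds plus 3 SD, set per campaign, cut at about 35% in these data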;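 note: 0% = DMSO wells and 100% = thioflavine S control wells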
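assay system = NS3 helicase fragment of HCV | buffer or medium = MOPS pH 6.5, MgCl2, DTT, Tween20, BSA | timing = 60 min unwinding reaction at 25 °C after ATP addition | signal = Cy5 beacon fluorescence read at start and 1 h | read-out basis = % inhibition of unwinding | control set = low DMSO, high thioflavine S at 110 µM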
IMP-1 inh – blocks Pseudomonas aeruginosa IMP-1 metallo-beta-lactamase; 290,000 tested, 0.45% active; purified IMP-1, nitrocefin hydrolysis, epi-absorbance fluorescence; AID 1556; inhibition, % at 5.6 µM;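 active = inhibition above the mean plus 3 SD of all compounds in the same screening run, cut at about 4.5% in these data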;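 note: 0% = IMP-1 with DMSO and 100% = DMSO wells lacking enzyme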
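System – purified recombinant IMP-1 beta-lactamase · Input – IMP-1 dispensed at 0.2 nM · Timing – 15 min preincubation plus 25 min reaction at 25 °C · Signal – Epi-absorbance fluorescence, 480 nm excitation, 530 nm emission · Measure – percent IMP-1 inhibition derived from blank-referenced optical density · Controls – Enzyme-plus-DMSO low control, enzyme-free DMSO high control · Replication – singlicate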
p-CIP stab down – p/CIP protein destabilization; Q05BA5; 290,000 tested, 0.01% active; decrease of EGFP signal, % at 10 µM; F442A p/CIP-EGFP cells, EGFP fluorescence, 16 h;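 active = EGFP signal decrease of at least 30% at 10 µM or well 3 SD below plate mean, unless failing retest; inactive = the rest, including hits failing retest or dose response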; note: some compounds called inactive have numbers as strong as hits; many of its hits are not listed in these tables
VIM-2 inhibitor – inhibitors of Pseudomonas aeruginosa VIM-2 metallo-beta-lactamase; AID 1527; purified VIM-2, nitrocefin hydrolysis, epi-absorbance fluorescence; 290,000 tested, 0.89% active; inhibition, % at 5.6 µM;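 active = inhibition above the mean of all tested compounds plus 3 SD, cutoff set per screening run, cut at about 7.5% in these data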;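 note: red hydrolysis product quenches plate fluorescence so inhibitors raise well fluorescence; 0% = enzyme with DMSO and 100% = DMSO without enzyme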
SUMO HTRF inh – SUMOylation inhibition. P63279. 290,000 tested, 0.36% active. inhibition, % at 35 µM. AID 2006. HTRF SUMOylation assay, SAE1/SAE2 + UBC9, in vitro; in the data active = inhibition above about 50%, passing the limit was not always enough; note: strong numbers were not always called active
Target sequence (P63279 whole entry, looked up): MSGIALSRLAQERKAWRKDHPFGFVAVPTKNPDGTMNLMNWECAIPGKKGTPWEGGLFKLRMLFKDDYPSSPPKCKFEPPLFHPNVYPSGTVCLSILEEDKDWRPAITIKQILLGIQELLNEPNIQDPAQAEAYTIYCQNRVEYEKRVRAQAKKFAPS
MEKK3 PB1 HTS – modulators (inhibitors or enhancers) of MEK5 binding to human MEKK3 PB1 domain; Q99759; binding response (% of control), % at 10 µM; 290,000 tested, 1.4% active; bead-based flow cytometry, Alexa488-MEK5 binding to MEKK3; actives lie on both sides; 0 = blocked by unlabeled MEK5, 100 = vehicle;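 active = binding response more than 3 SD above or below the average of its plate-row segment, actives on both sides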;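 note: Alexa488 bead fluorescence after subtracting the streptavidin-only scavenger bead signal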
Target sequence (Q99759 whole entry, looked up, the tested form may be a part): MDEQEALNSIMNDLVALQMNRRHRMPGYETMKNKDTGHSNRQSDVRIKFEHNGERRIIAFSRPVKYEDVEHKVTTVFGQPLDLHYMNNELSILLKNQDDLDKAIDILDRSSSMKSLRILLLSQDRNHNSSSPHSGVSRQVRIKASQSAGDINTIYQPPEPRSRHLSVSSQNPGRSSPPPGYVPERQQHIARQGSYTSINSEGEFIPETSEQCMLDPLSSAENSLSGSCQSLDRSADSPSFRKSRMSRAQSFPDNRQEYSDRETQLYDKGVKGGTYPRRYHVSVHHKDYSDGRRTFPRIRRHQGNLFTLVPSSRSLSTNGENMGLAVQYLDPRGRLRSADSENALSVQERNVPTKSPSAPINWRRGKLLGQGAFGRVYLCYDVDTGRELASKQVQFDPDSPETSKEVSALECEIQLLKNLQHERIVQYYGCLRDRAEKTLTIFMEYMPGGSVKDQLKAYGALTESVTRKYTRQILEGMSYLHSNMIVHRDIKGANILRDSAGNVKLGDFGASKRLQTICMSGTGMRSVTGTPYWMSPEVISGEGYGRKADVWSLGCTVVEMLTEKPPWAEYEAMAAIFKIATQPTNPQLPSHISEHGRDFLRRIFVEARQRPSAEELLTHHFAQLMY
DNA FID counter – counter-screen for HCV NS3 helicase inhibitors: DNA intercalator displacement | DNA fluorescent intercalator displacement, fluorescence | inhibition, % at 7.9 µM | 290,000 tested, 0.17% active | AID 1845; in the data active = inhibition above about 37%;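 note: 0% = vehicle and 100% = reference compound; higher means more ethidium bromide displaced from hairpin DNA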
IDE cell activ – IDE (human) activation, cell-based; P14735; 340,000 tested, 0.073% active; HEK cells, FAbeta-B cleavage, fluorescence polarization; 0% vehicle, 100% cell-free pure enzyme wells; activation, % at 5.96 µM;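 active = activation above the mean of all tested compounds plus 3 SD, set per screening campaign, cut at about 17% in these data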
An asterisk follows results filed as active; / = not tested or not shown; [ ] = dose if it differs, or a comment. Some of the compounds tested; the hit share may differ from the screen's.

(1) COc1cc(/C=N/NC(=O)NC2CCCCC2)cc(OC)c1O
(2) Cc1ccc(S(=O)(=O)Cc2ccc(C(=O)NC3CCCCCC3)o2)cc1
(3) O=c1[nH]c2cc3c(cc2cc1C(c1nnnn1CC1CCCO1)N1CCCCCC1)OCCO3 (stereo not given)
(4) O=C(NCCO)c1cccc(Nc2nc(-c3ccccc3)c3cc(Cl)ccc3n2)c1
(5) O=C(Nc1ccc(N2CCCC2)cc1)c1cc2ccccc2o1
(6) COc1ccccc1C(=O)N(C1=NC(C)CS1)c1ccc(Cl)cc1 (stereo not given)
(7) Cc1cc(C)n2nc(SCC(=O)c3ccccc3)nc2n1
(8) CN(C)S(=O)(=O)c1cc(NC(=O)CN2CCOCC2)ccc1Cl
screen / no.	1	2	3	4	5	6	7	8
VIM-2 inhibitor	-1.4	-0.8	-2.7	0.5	1.2	-1.5	2.1	-4.0
NS3 helicase inh	1	-10	-3	-13	-51	-6	6	2
DNA FID counter	-14	-37	-2	-4	14	-31	-8	-7
IMP-1 inh	-2.3	-1.2	-0.9	-1.9	2.2	-1.4	-5.6	-2.8
SUMO HTRF inh	16	8	5	-20	-4	6	-3	4
MEKK3 PB1 HTS	102	105	99	102	92	104	103	102
p-CIP stab down	-2	-2	6	-5	-6	8	32	8
IDE cell activ	2	-5	-3	8	5	1	1	7
PHOSPHO1 inh	37	26	3	45	/	24	-23	-9

(9) CCOC(=O)N1CCC(NC(=O)CN2C(=O)C(CC)Oc3ccc(C)cc32)CC1 (stereo not given)
(10) N#Cc1nc(-c2ccc(Cl)cc2)oc1NCC1CCCO1 (stereo not given)
(11) CC(C)NC(=O)c1cc(-n2cnnc2)ccc1Cl
(12) CCOC(=O)N1CCN(C(=O)CN(c2ccc(OCc3ccccc3)cc2)S(C)(=O)=O)CC1
(13) Cc1ccc(-c2cn3cccnc3n2)cc1NC(=O)c1ccc(Br)o1
(14) Cc1oc(-c2ccoc2)nc1CN(CC1CCC(=O)N1)C(C)C (stereo not given)
(15) COc1ccc(C2c3c(n[nH]c3C)CC(C)(O)C2C(C)=O)cc1OC (stereo not given)
(16) Cc1nc(SCc2ccccc2C#N)n[nH]1
screen / no.	9	10	11	12	13	14	15	16
VIM-2 inhibitor	-1.3	-2.2	-5.2	-1.4	-5.4	-5.5	-1.6	0.8
NS3 helicase inh	0	8	3	22	4	-9	-3	13
DNA FID counter	-32	-8	3	-56	-14	1	-3	7
IMP-1 inh	-3.1	-0.7	-2.8	-6.1	-3.9	-2.4	-4.2	4.9*
SUMO HTRF inh	9	27	6	10	22	4	-16	-7
MEKK3 PB1 HTS	86	99	102	98	110	93	105	104
p-CIP stab down	-6	-8	-2	-7	1	-6	3	-6
IDE cell activ	1	2	-2	-4	-1	7	5	-3
PHOSPHO1 inh	24	34	11	2	13	40	10	3

(17) CCN(CC)c1ccc(/C=N/NC(=O)CNC(=O)C2COc3ccccc3O2)c(O)c1 (stereo not given)
(18) CCOc1ccc(N(CC(=O)NCc2ccco2)C(=O)CCC(=O)Nc2nccs2)cc1
(19) CCCn1c(N)c(C(=O)CSc2nnc(C3CC3)n2Cc2ccccc2)c(=O)[nH]c1=O
(20) COc1ccccc1OCc1nnc(SCC(=O)N2CCCCC2)o1
(21) O=C(Nc1nc(-c2ccc(Cl)s2)cs1)c1ccccc1
(22) COC(=O)CCC(=O)CN
(23) CC(NC(=O)c1cc2ccccc2o1)C(=O)O (stereo not given)
(24) Cc1cccc(NC(=O)[C@H](Cc2ccccc2)NC(=O)OCc2ccccc2)c1
screen / no.	17	18	19	20	21	22	23	24
VIM-2 inhibitor	-3.5	-0.9	-3.2	-3.4	-2.5	-0.3	-3.6	-2.7
NS3 helicase inh	13	7	-6	5	-2	-1	4	11
DNA FID counter	-13	-40	-30	-20	-1	1	5	-11
IMP-1 inh	-5.8	-1.1	-3.5	-3.8	-2.8	0.5	-5.5	-2.9
SUMO HTRF inh	51*	2	-5	-2	-7	25	-6	18
MEKK3 PB1 HTS	103	100	98	100	118	101	102	100
p-CIP stab down	-8	16	-8	0	-12	4	4	-13
IDE cell activ	3	1	4	4	-1	2	-1	-1
PHOSPHO1 inh	9	8	16	22	-12	-1	24	2

(25) CC(=O)c1ccc(N(CC(=O)NC2CCCC2)C(=O)CNC(=O)c2cccs2)cc1
(26) CCCCSc1oc(-c2ccco2)nc1S(=O)(=O)c1ccccc1
(27) N#CCCN(C(=O)COC(=O)c1ccc2c(=O)n3c(nc2c1)CCC3)c1ccc(F)cc1
(28) COc1cccc(CNC(=O)c2ccc(COc3ccccc3)cc2)c1
(29) N#CC1=C(SCc2ccccc2)NC(=O)CC1c1ccco1 (stereo not given)
(30) O=C(Nc1cccc(S(=O)(=O)Nc2ccccc2F)c1)c1ccc2ccccc2n1
(31) Cc1ccc(OCc2nnc(SCC(=O)Nc3ccc4c(c3)OCO4)n2C)cc1
(32) CC1(C)CC(=O)c2c(oc3cc(O)c(O)cc23)C1
screen / no.	25	26	27	28	29	30	31	32
VIM-2 inhibitor	1.8	0.8	-2.2	-2.2	-1.8	-1.8	-0.9	-2.7
NS3 helicase inh	37*	-5	-2	-9	18	-1	-4	7
DNA FID counter	-30	-26	-20	-27	-2	-2	-25	-3
IMP-1 inh	-0.6	-2.2	-1.7	-4.2	-1.5	-1.7	-9.2	-5.3
SUMO HTRF inh	-3	9	11	3	15	-16	14	-2
MEKK3 PB1 HTS	95	103	104	100	106	/	98	96
p-CIP stab down	4	-6	-5	0	-12	-6	-11	-5
IDE cell activ	-2	5	2	1	3	0	0	4
PHOSPHO1 inh	0	22	-9	-31	21	6	35	48

(33) O=C(NCc1ccccc1)C1CCC(CNc2c(N3CCCCC3)c(=O)c2=O)CC1 (stereo not given)
(34) O=c1c(Sc2ccccc2)c(C(F)(F)F)[nH]n1-c1ccccc1
(35) CCCCCCCCCCC(=O)Nc1cccnc1
(36) Cc1ccc(S(=O)(=O)Nc2ccc(N3CCOCC3)cc2)cc1C
(37) Cc1ccc(CNC(=S)NC2CCCCC2)cc1
(38) O=S(=O)(O)c1nc2ccccc2n1Cc1ccc(Cl)cc1
(39) CSc1ccccc1OCc1cc(C(=O)N(C)C(C)c2ccccn2)no1 (stereo not given)
(40) CCN(CC)C(=O)N1CCN(C(=O)N2CCOCC2)CC1
screen / no.	33	34	35	36	37	38	39	40
VIM-2 inhibitor	-0.3	-0.4	-0.3	-1.1	-4.2	-0.5	-0.8	0.3
NS3 helicase inh	8	9	-9	-5	0	26	8	-3
DNA FID counter	-3	-6	-8	-23	-21	-33	-50	0
IMP-1 inh	1.1	0.2	-0.9	-2.9	-3.1	-3.0	-2.5	-3.0
SUMO HTRF inh	9	2	10	0	1	34	-4	18
MEKK3 PB1 HTS	70*[inhibitor]	106	92	103	101	98	97	101
p-CIP stab down	-3	-2	-10	8	-18	-13	-7	-5
IDE cell activ	1	7	/	3	-4	0	2	5
PHOSPHO1 inh	-9	0	37	32	38	-14	61*	28

Arranged by formula weight (falling): 5 of the compounds above.
(33) O=C(NCc1ccccc1)C1CCC(CNc2c(N3CCCCC3)c(=O)c2=O)CC1 (stereo not given)
(39) CSc1ccccc1OCc1cc(C(=O)N(C)C(C)c2ccccn2)no1 (stereo not given)
(34) O=c1c(Sc2ccccc2)c(C(F)(F)F)[nH]n1-c1ccccc1
(38) O=S(=O)(O)c1nc2ccccc2n1Cc1ccc(Cl)cc1
(35) CCCCCCCCCCC(=O)Nc1cccnc1
screen / no.	33	39	34	38	35
VIM-2 inhibitor	-0.3	-0.8	-0.4	-0.5	-0.3
NS3 helicase inh	8	8	9	26	-9
DNA FID counter	-3	-50	-6	-33	-8
IMP-1 inh	1.1	-2.5	0.2	-3.0	-0.9
SUMO HTRF inh	9	-4	2	34	10
MEKK3 PB1 HTS	70*[inhibitor]	97	106	98	92
p-CIP stab down	-3	-7	-2	-13	-10
IDE cell activ	1	2	7	0	/
PHOSPHO1 inh	-9	61*	0	-14	37

Additional compounds:
(41) Cc1ccc(CNC(=O)CCC2CCCN(C(=O)c3ccc4c(c3)OCO4)C2)o1 (stereo not given)
(42) COc1ccccc1N1C(=O)N(C(C)=O)C2C1Nc1ccccc1N2C (stereo not given)
(43) Cc1ccc(CNC(=O)C2CC(c3ccccc3[N+](=O)[O-])=NO2)o1 (stereo not given)
(44) Cc1ccc(-c2nnc(SCC(C)C)n2C)cc1
(45) CC(=O)NC(Cc1ccc(F)cc1)C(=O)NC1CCN(C(=O)NCc2ccccc2)CC1 (stereo not given)
(46) CCN(CC)C(=S)NCCc1ccccc1
(47) C[C@@H](CN1C2=NC[C@H](C)N2C[C@H]1Cc1ccc(O)cc1)NC(=O)CCC1CCCCC1
(48) COc1ccc(/C=C/C(=O)NCCOc2ccc(C)cc2)cc1
screen / no.	41	42	43	44	45	46	47	48
VIM-2 inhibitor	-1.8	-1.2	-5.2	-0.7	-3.6	-3.2	-2.9	-3.0
NS3 helicase inh	7	3	-4	-8	9	-5	-5	-24
DNA FID counter	-22	-12	1	-14	-14	1	8	-23
IMP-1 inh	-2.6	-0.9	-1.2	1.6	-2.0	-1.4	-1.3	-1.0
SUMO HTRF inh	0	26	17	-13	-3	27	6	4
MEKK3 PB1 HTS	93	106	99	99	102	100	103	96
p-CIP stab down	-10	-13	-10	-29	2	-9	-9	-12
IDE cell activ	5	-4	0	2	0	0	1	4
PHOSPHO1 inh	14	29	9	26	49	-10	-12	2

(49) COc1cc(C2NC(=S)NC(c3ccccc3)=C2C(C)=O)ccc1O (stereo not given)
(50) CCOCCCN1C(=O)CN(C2CCCCC2)C(=O)C1c1ccc(OCC)c(OC)c1 (stereo not given)
(51) O=C(c1ccccc1F)N1CCN(c2ccc([N+](=O)[O-])c(NCC3CCCO3)c2)CC1 (stereo not given)
(52) COc1cccc(CN2CCc3[nH]c(=S)[nH]c(=O)c3C2)c1
(53) O=C(CC12CC3CC(CC(C3)C1)C2)NCCN1CCOCC1
(54) CCN(CC)c1ccc([N+](=O)[O-])cc1C(=O)N1CCOCC1
(55) NC(=O)C(CC(=O)O)NC(=O)[C@@H]1CCOc2c(I)cc([N+](=O)[O-])cc2C(=O)N[C@@H](CCC(=O)O)C(=O)N[C@@H](CO)C(=O)N1 (stereo not given in full)
(56) CC(NC(=O)COC(=O)c1cc(NS(=O)(=O)c2ccc(Cl)c([N+](=O)[O-])c2)ccc1O)C1CC2CCC1C2 (stereo not given)
screen / no.	49	50	51	52	53	54	55	56
VIM-2 inhibitor	-1.3	-3.3	-0.3	-3.2	0.2	-2.8	-1.5	-1.4
NS3 helicase inh	-3	2	-6	15	11	10	-2	5
DNA FID counter	-1	-28	-29	0	0	2	0	-5
IMP-1 inh	-2.5	-2.2	-2.4	-2.5	-0.3	-1.0	-4.0	-3.4
SUMO HTRF inh	8	25	4	22	7	16	-7	20
MEKK3 PB1 HTS	102	107	105	102	98	104	99	98
p-CIP stab down	0	-9	-3	-11	35	15	-7	-11
IDE cell activ	2	3	3	0	2	3	/	0
PHOSPHO1 inh	52	33	18	14	-18	41	4	0
